Source: PubChem BioAssay (Sanford-Burnham Center for Chemical Genomics)
SENP6 inh: SENP6 protease inhibitors, primary screen, biochemical, luminescence, uHTS | Recombinant SENP6 catalytic domain, aminoluciferin luminescence | inhibition, % at 10 µM | actives 1.8% (n = 330,000) | AID 2599, 2010;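 active means inhibition above about 50% at the single tested dose, limit read from the data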;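 further: plate controls were DMSO wells with enzyme for no effect and DMSO wells lacking enzyme for full effect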
SENP1 FRET inh: human SENP1 catalytic domain inhibitors, primary screen, biochemical, FRET, uHTS. Sentrin-specific protease 1 (Homo sapiens), Q9P0U3. recombinant SENP1 catalytic domain, CyPet-SUMO1-YPet FRET cleavage. inhibition, % at 10 µM. actives 0.21% (n = 360,000). AID 624204, 2012;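 active means inhibition at least 30% at 10 µM, raw YFP signal under a set limit, fluorescence ratio 0.5 to 1.5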;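 further: 0% = enzyme with DMSO and 100% = no enzyme wells; some results filed as inactive read as strong as hits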
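Compound: 10 µM single point, 0.5% DMSO; Test system: hSENP1 catalytic domain, recombinant; Timing: 50 min reaction at room temperature; Technique: FRET, CFP and YFP emission; Control set: no-enzyme wells low, DMSO-plus-enzyme wells high control.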
A3G deaminase: APOBEC3G DNA deaminase inhibitors, primary screen, biochemical, fluorescence, single-stranded DNA substrate, uHTS; recombinant A3G, ssDNA deamination FAM/TAMRA fluorescence; DNA dC->dU-editing enzyme APOBEC-3G (Homo sapiens), Q9HC16; inhibition, % at 20 µM; actives 0.28% (n = 330,000);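 active means inhibition of at least 40% at 20 µM, with no more than 30% in the related APOBEC3A deaminase screen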;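 further: plate controls were DMSO wells with A3G for no effect and wells lacking A3G enzyme for full effect; some compounds called inactive have numbers as strong as hits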
SENP7 block: SENP7 protease inhibitors, primary screen, biochemical, luminescence, uHTS. AID 434973, 2010. recombinant SENP7, Z-RLRGG-aminoluciferin luminescence, 40 min. actives 1.5% (n = 330,000). inhibition, % at 5 µM;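 active means inhibition above about 50% at the single test dose, limit read from the data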;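 further: plate controls were DMSO with enzyme for no effect and no enzyme buffer wells for full effect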
UBC13 polyUb: UBC13 polyubiquitin chain formation inhibitors, primary screen, biochemical, TR-FRET, uHTS | inhibition, % at 20 µM | actives 0.47% (n = 330,000) | Ubiquitin-conjugating enzyme E2 N (Homo sapiens), P61088; in the data active means inhibition above about 45%, passing the limit was not always enough
Apaf1 inhib: inhibitors of human Apaf-1 apoptosome, primary screen, biochemical, DEVD-Rh110 fluorescence, uHTS. Apoptotic protease-activating factor 1 (Homo sapiens), O14727. reconstituted apoptosome caspase-3 activity. inhibition, % at 20 µM. actives 0.71% (n = 330,000). AID 489030, 2010; active means inhibition of at least 40% at 20 µM;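 further: plate controls were DMSO wells for no effect and DEVD-CHO caspase inhibitor wells for full effect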
Target sequence (O14727 whole entry, looked up): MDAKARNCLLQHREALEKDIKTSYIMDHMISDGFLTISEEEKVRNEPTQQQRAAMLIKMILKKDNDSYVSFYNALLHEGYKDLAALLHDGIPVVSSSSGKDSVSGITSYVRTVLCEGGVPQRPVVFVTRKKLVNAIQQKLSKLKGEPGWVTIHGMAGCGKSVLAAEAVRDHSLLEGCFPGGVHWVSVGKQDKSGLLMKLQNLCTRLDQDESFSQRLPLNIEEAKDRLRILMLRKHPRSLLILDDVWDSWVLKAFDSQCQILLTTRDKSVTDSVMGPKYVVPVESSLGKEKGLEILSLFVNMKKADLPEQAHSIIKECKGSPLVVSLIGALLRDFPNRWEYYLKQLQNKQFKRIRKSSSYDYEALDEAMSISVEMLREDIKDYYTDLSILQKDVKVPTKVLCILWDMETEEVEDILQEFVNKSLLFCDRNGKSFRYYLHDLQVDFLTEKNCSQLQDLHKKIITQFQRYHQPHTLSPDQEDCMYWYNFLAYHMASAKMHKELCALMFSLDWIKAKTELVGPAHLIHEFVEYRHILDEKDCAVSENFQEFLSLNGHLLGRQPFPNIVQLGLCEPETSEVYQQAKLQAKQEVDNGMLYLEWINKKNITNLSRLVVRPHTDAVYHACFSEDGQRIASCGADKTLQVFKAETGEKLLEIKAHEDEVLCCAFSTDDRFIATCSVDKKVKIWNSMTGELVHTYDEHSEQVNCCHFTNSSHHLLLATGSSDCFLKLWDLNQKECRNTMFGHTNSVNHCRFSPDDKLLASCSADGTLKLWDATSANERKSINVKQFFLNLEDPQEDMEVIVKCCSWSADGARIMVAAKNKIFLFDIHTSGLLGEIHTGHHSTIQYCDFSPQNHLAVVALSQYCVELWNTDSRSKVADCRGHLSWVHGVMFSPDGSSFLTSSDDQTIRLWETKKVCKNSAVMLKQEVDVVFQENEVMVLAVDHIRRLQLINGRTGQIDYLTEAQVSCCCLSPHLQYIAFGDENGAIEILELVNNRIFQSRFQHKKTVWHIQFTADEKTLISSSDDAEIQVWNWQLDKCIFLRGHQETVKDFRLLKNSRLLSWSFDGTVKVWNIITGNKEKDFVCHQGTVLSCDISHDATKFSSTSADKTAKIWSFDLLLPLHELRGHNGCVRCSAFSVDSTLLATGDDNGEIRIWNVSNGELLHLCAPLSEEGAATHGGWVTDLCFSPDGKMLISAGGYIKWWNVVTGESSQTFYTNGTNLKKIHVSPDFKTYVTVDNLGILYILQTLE
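Material: reconstituted apoptosome with Apaf-1, cytochrome c, caspase-9, procaspase-3, dATP; medium: pH 7.5 Hepes buffer with CHAPS, BSA, DTT; also added: cytochrome c and DEVD-Rh110 substrate; timing: 30 min plus 50 min, RT; signal: Rh110 fluorescence intensity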
SENP8 block-1: human SENP8 protease inhibitors, primary screen, biochemical, fluorescence, Nedd8 protein substrate, uHTS; Sentrin-specific protease 8 (Homo sapiens), Q96LD8; recombinant SENP8; inhibition, % at 20 µM; actives 0.64% (n = 360,000); AID 602440, 2012; in the data active means inhibition mostly above about 40%, no sharp cut-off; inactive means mostly below about 27%
SENP8 block-2: SENP8 protease inhibitors, primary screen, biochemical, luminescence; Sentrin-specific protease 8 (Homo sapiens), Q96LD8; purified SENP8, Z-RLRGG-aminoluciferin cleavage; inhibition, % at 10 µM; actives 1.2% (n = 330,000); AID 2540, 2010; in the data active means inhibition above about 50%
The depositor's hits bear a star.

Second line of a record: SENP6 inh	SENP1 FRET inh	A3G deaminase	SENP7 block	UBC13 polyUb	Apaf1 inhib	SENP8 block-1	SENP8 block-2
> N=C1/C(=C\c2ccc(OC(=O)c3ccccc3Cl)cc2)C(=O)N=C2SC(N3CCOCC3)=NN12
→ -22.3	-18.9	-4.4	-32.6	-29.3	18.9	-121.1	-22.7
> O=C(Cc1ccc(Cl)cc1)NC(=S)Nc1ccccc1N1CCOCC1
→ -5.8	-1.9	-6.6	-7.4	-5.8	20.5	1.2	-2.3
> O=C(Cn1c(NCCO)nc2ccccc21)c1ccccc1
→ -7.9	0.7	1.6	1.1	-3.6	3.9	9.9	-0.9
> Cc1ccc(N2C(=O)C(CN3CCCCC3)C2c2ccccc2)cc1 (stereo not drawn)
→ -15.2	1.7	-5.8	3.8	11.1	6.8	3.9	3.5
> CC(=O)N(CCc1cccc(C)c1)Cc1cc2cc(C)ccc2[nH]c1=O
→ 1.3	1.6	-3.4	4.5	-6.8	11.2	-63.8	-15.2
> CCN(C(=O)c1ccc(NC(=O)Cc2ccccc2)cc1)c1ccccc1
→ 20.8	3.4	-2.7	11.0	6.5	11.9	3.2	-1.7
> CC(=O)Nc1cc(S(=O)(=O)Nc2cccc(C)c2)c(C)cc1C
→ -4.4	0.7	-5.9	-1.8	2.7	-16.6	26.6	0.0
> COc1cccc(/C=N/NC(=O)CSc2ccccc2C)c1OC
→ 0.9	3.5	-6.5	-13.0	8.6	3.0	-17.2	-2.3
> Cc1ccc(NC(=O)C(Cc2ccccc2)n2cccc2)cc1 (stereo not drawn)
→ -10.8	0.9	-6.9	-7.0	-8.9	-0.2	10.5	-4.4
> CC1=C(C(=O)OCc2ccccc2)C(c2ccc([N+](=O)[O-])cc2)NC(=O)N1 (stereo not drawn)
→ 0.6	1.1	-8.9	-8.0	2.4	0.5	11.9	-0.2
> Cc1cc(Cl)cc2sc(NC(=O)C3CC3)nc12
→ -12.0	0.9	-0.8	16.3	-4.8	12.4	11.8	-9.9
> CCN(CC)S(=O)(=O)c1ccc(C)c(NC(=O)COc2ccc(Br)cc2Cl)c1
→ 9.2	0.5	-0.2	-8.8	-13.8	4.3	6.1	-4.1
> O=Cc1cn(CC(=O)Nc2ccc(F)cc2)c2ccccc12
→ 6.6	1.8	4.4	6.4	10.7	2.6	5.4	5.1
> FC(F)(F)c1cc(C(F)(F)F)c2ccc(N3CCOCC3)nc2n1
→ -3.9	-24.8	-7.5	4.5	8.4	-2.8	-59.7	5.1
> CN(Cc1c(F)cccc1Cl)c1ccc(S(=O)(=O)N2CCOCC2)cn1
→ 2.2	-1.6	-2.9	0.7	0.3	8.4	-11.7	-3.2

2 compounds drawn at random from the list so far:
Second line of a record: SENP6 inh	SENP1 FRET inh	A3G deaminase	SENP7 block	UBC13 polyUb	Apaf1 inhib	SENP8 block-1	SENP8 block-2
> N=C1/C(=C\c2ccc(OC(=O)c3ccccc3Cl)cc2)C(=O)N=C2SC(N3CCOCC3)=NN12
→ -22.3	-18.9	-4.4	-32.6	-29.3	18.9	-121.1	-22.7
> CCN(CC)S(=O)(=O)c1ccc(C)c(NC(=O)COc2ccc(Br)cc2Cl)c1
→ 9.2	0.5	-0.2	-8.8	-13.8	4.3	6.1	-4.1

Rewritten as labelled records: three of the compounds above.
CCN(C(=O)c1ccc(NC(=O)Cc2ccccc2)cc1)c1ccccc1
  SENP6 inh = 20.8
  SENP1 FRET inh = 3.4
  A3G deaminase = -2.7
  SENP7 block = 11.0
  UBC13 polyUb = 6.5
  Apaf1 inhib = 11.9
  SENP8 block-1 = 3.2
  SENP8 block-2 = -1.7
CC(=O)Nc1cc(S(=O)(=O)Nc2cccc(C)c2)c(C)cc1C
  SENP6 inh = -4.4
  SENP1 FRET inh = 0.7
  A3G deaminase = -5.9
  SENP7 block = -1.8
  UBC13 polyUb = 2.7
  Apaf1 inhib = -16.6
  SENP8 block-1 = 26.6
  SENP8 block-2 = 0.0
COc1cccc(/C=N/NC(=O)CSc2ccccc2C)c1OC
  SENP6 inh = 0.9
  SENP1 FRET inh = 3.5
  A3G deaminase = -6.5
  SENP7 block = -13.0
  UBC13 polyUb = 8.6
  Apaf1 inhib = 3.0
  SENP8 block-1 = -17.2
  SENP8 block-2 = -2.3

The list goes on.
Second line of a record: SENP6 inh	SENP1 FRET inh	A3G deaminase	SENP7 block	UBC13 polyUb	Apaf1 inhib	SENP8 block-1	SENP8 block-2
> N=c1sccn1CC(=O)NCCc1ccc(Cl)cc1
→ -7.4	-0.2	-7.7	-15.7	-1.6	12.5	6.1	-1.1
> CC(=O)Nc1ccc(S(=O)(=O)NCCc2cc3c(C)ccc(C)c3[nH]c2=O)cc1
→ -6.8	1.1	-7.9	8.1	-8.0	1.6	-15.7	-11.5
> O=C(NC1CCCCC1)N1CCN(c2ccccc2Cl)CC1
→ -8.6	2.6	-9.1	-1.1	5.4	5.4	15.7	4.8
> O=C(N[C@H]1CC1c1ccccc1)c1ccc([N+](=O)[O-])cc1 (stereo partly drawn)
→ 20.0	2.5	1.7	41.9	0.2	-15.9	14.5	15.3
> Cc1ccc(NC2CCCN(C(=O)CN3C(=O)CSC3=O)C2)cc1C (stereo not drawn)
→ -19.9	-0.2	1.9	-2.6	-4.9	20.5	5.9	6.6
> Cc1csc(NC(=O)CSC2=NCCS2)n1
→ -2.3	1.5	2.6	4.1	-1.4	10.1	4.1	3.1
> Cn1ccnc1C(O)c1cc(C(C)(C)C)c(O)c(C(C)(C)C)c1 (stereo not drawn)
→ 4.8	-0.4	-8.2	1.4	10.7	-20.7	7.5	6.8
> CCOc1ccc(NC(=O)C2CC3CCC2C3)cc1 (stereo not drawn)
→ -23.5	3.5	-2.0	-7.8	-6.1	0.0	17.1	-10.8
> CCCCc1nnc(NC(=O)C2CC(=O)N(Cc3ccccc3)C2)s1 (stereo not drawn)
→ -12.1	-3.5	-8.0	-12.7	-0.4	-0.2	-6.9	-9.1
> COc1ccccc1NC(=O)CSc1nnnn1C
→ -17.5	1.0	0.4	-1.5	0.9	-16.6	8.2	-2.0
> Cc1ccc(NC(=O)CNC(C)c2ccccc2)cc1 (stereo not drawn)
→ -22.6	1.7	-10.9	-10.0	4.9	5.0	18.8	-9.0
> CC(Cl)c1cc(-c2ncc(C(F)(F)F)cc2Cl)no1 (stereo not drawn)
→ -7.8	0.8	-8.3	-8.9	5.2	-14.0	6.8	-5.8
> O=C(CCc1nnc(CCCCc2ccccc2)o1)NCCn1cccn1
→ -12.2	-1.2	-7.6	-2.1	-1.5	-6.2	6.4	-6.0
> CC(=O)c1ccc(S(=O)(=O)N2CCN(CC(=O)Nc3ccc(Cl)c([N+](=O)[O-])c3)CC2)cc1
→ -10.3	1.9	-4.4	-6.5	6.2	2.7	25.9	-6.5
> NC(=O)CC(c1ccccc1)c1ccc2c(c1)OCO2 (stereo not drawn)
→ 3.6	2.6	3.8	3.2	3.2	1.1	-1.9	9.4

An excerpt from above in order of their number in SENP7 block, largest number first.
SMILES,SENP7 block
O=Cc1cn(CC(=O)Nc2ccc(F)cc2)c2ccccc12,6.4
Cc1csc(NC(=O)CSC2=NCCS2)n1,4.1
O=C(Cn1c(NCCO)nc2ccccc21)c1ccccc1,1.1
CCOc1ccc(NC(=O)C2CC3CCC2C3)cc1 (stereo not drawn),-7.8
CCCCc1nnc(NC(=O)C2CC(=O)N(Cc3ccccc3)C2)s1 (stereo not drawn),-12.7
N=C1/C(=C\c2ccc(OC(=O)c3ccccc3Cl)cc2)C(=O)N=C2SC(N3CCOCC3)=NN12,-32.6

Following part:
Second line of a record: SENP6 inh	SENP1 FRET inh	A3G deaminase	SENP7 block	UBC13 polyUb	Apaf1 inhib	SENP8 block-1	SENP8 block-2
> COc1ccc(NC(=O)CCSc2ccc(C)cc2)cc1S(=O)(=O)Nc1ccccc1Cl
→ 15.2	0.2	4.1	1.6	5.8	6.6	11.7	-0.3
> O=C(CN1CCCCC1)N/N=C/c1ccccc1Br
→ -33.3	2.5	-6.7	-9.5	-10.2	-3.2	16.7	-7.1
> Cc1noc(C)c1C(=O)OC(C)C(=O)Nc1ccc(C(N)=O)cc1 (stereo not drawn)
→ -14.8	1.1	-4.4	-3.6	8.6	-8.7	-1.0	15.7
> CS(=O)(=O)N(CCc1ccccc1)CC(=O)N1CCN(c2ccc(F)cc2)CC1
→ 2.1	3.1	-2.3	-8.2	-14.3	0.0	23.8	-10.3
> O=C(Cc1ccccc1F)Nc1cc(S(=O)(=O)N2CCOCC2)ccc1N1CCOCC1
→ -5.0	1.7	-2.7	4.3	3.0	0.6	-1.1	-9.5
> O=C(Nc1ccccc1F)C1CCCN(S(=O)(=O)c2ccccc2)C1 (stereo not drawn)
→ -6.1	0.1	-4.4	-5.4	2.8	2.6	6.5	0.6
> CCOC(=O)Cc1ccc(NS(=O)(=O)c2ccc(SC)cc2)cc1
→ -6.3	0.9	-5.2	-1.0	10.1	11.5	14.1	6.4
> Nc1c(Cl)cc(-c2cn(CCC(=O)O)c(-c3ccc(Cl)nc3)n2)cc1Cl
→ -11.5	2.7	-12.9	11.2	9.1	2.2	-227.2	-7.5
> COc1cccc(-c2nc3sc4c(c3c(=O)[nH]2)CCCCC4)c1
→ -1.9	-13.2	-3.5	24.9	29.3	7.5	-296.7	0.6
> CC(C)(C)C(=O)Nc1ccc(N2CCN(c3ccc(C(F)(F)F)cn3)CC2)nc1
→ -20.0	-9.5	-6.3	0.1	5.9	-5.6	-73.9	-3.9
> CC(c1ccccc1)N1CC(C(=O)Nc2nccs2)CC1=O (stereo not drawn)
→ -15.6	1.7	-5.5	-5.3	-3.3	3.7	1.8	-11.2
> O=[N+]([O-])c1cccc(S(=O)(=O)N/N=C/c2ccc(O)cc2)c1
→ 1.7	-0.6	-1.1	-1.9	-19.9	-0.7	10.2	-3.3
> Cc1c(NC(=O)NCc2ccccc2)c(=O)n(-c2ccccc2)n1C
→ 10.8	0.2	-0.2	-6.6	4.0	-14.3	9.5	1.9
> COc1ccc(CNc2nc3c(c(=O)n(Cc4ccc(F)cc4)c(=O)n3C)n2C)cc1
→ -4.8	-1.7	-12.4	1.1	13.2	-2.0	4.7	-1.2
> CC1=NN(C(=O)c2c(Br)cnn2C)C(O)(C(F)(F)F)C1 (stereo not drawn)
→ -9.1	2.4	-2.0	3.0	-0.7	-10.0	15.6	-5.1
> Cc1csc(NC(=O)CSc2ccc(-c3ccccc3)nn2)n1
→ 15.9	4.6	-1.5	2.4	-1.4	-6.1	8.9	4.7
> O=C(Nc1ccccc1)NN(C(=O)CCl)c1ccccc1
→ 2.3	0.0	-6.5	9.1	-3.1	6.6	9.0	3.0
> Cn1c(Oc2ccc(F)cc2F)c(C=O)c2ccccc21
→ -3.8	0.2	-7.0	2.5	14.6	6.3	-2.7	-2.6
> COc1ccc(-n2c(C)cc3cc(OC(C)=O)ccc32)cc1
→ 8.2	2.0	-3.0	1.7	-2.8	-1.0	23.2	-7.0
